# High-throughput results (PubChem)
# KDM5B inh – Primary screen for KDM5B Histone Demethylases FDH-coupled qHTS; KDM5B demethylase, FDH-coupled NADH fluorescence (FDH is formaldehyde dehydrogenase); Potency, µM (top dose mostly 57.7 µM), without a hit: at the top dose activity change, negative = inhibition, hits mostly inhibitors; 2.6% of 220,000 active; active = well fitted inhibition curve with a large enough effect; inconclusive = small, poorly fitted or top-dose-only effect; inactive = no such curve, though single readings can be large or run the other way; also: 0% is about no effect; nearly all actives have a fitted effect of over 70% in size
# Target sequence (Q9UGL1 whole entry, looked up): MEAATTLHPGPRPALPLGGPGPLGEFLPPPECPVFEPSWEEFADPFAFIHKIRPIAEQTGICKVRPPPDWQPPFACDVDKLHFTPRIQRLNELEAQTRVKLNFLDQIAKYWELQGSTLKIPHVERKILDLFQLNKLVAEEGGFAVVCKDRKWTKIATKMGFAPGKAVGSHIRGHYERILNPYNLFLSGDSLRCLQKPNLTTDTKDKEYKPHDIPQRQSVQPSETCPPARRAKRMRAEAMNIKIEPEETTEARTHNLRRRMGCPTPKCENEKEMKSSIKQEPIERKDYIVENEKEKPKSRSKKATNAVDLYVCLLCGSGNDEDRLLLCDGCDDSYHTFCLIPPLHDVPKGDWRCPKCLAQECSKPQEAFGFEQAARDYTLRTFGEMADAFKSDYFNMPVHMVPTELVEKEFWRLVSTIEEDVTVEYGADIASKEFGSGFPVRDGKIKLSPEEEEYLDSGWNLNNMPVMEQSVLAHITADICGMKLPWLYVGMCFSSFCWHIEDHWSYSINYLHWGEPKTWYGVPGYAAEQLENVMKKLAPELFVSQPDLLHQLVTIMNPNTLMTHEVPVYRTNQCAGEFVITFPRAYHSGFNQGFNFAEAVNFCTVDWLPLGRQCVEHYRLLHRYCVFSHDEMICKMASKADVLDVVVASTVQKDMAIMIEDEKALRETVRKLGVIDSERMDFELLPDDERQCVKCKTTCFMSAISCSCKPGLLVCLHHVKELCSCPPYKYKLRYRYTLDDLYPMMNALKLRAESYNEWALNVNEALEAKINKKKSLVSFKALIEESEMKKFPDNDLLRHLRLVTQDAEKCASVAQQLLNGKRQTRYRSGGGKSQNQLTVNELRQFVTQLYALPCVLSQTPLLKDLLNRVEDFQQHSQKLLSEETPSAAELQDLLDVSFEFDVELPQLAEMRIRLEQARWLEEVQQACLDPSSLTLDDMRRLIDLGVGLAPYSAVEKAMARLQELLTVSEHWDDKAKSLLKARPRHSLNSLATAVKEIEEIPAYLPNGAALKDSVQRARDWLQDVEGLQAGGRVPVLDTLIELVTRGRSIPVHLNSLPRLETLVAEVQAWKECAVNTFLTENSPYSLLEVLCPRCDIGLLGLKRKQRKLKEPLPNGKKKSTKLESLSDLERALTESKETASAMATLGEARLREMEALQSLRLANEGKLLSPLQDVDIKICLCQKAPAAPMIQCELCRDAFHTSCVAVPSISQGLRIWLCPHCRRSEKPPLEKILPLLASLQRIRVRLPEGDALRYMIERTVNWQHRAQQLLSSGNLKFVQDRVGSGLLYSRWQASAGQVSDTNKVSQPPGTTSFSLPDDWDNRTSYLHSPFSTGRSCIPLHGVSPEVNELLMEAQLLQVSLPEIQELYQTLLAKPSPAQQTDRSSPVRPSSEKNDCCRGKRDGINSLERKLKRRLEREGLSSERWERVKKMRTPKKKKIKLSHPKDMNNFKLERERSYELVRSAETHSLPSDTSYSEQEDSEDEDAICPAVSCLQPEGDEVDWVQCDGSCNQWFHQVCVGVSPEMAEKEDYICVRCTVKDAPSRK
#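 Compound dilutions met 200 nM (final) KDM5BΔAP for 10 min at room temperature before substrate addition. The substrate mix held 12.5 µM H3K4me3 with cofactors 25 µM α-ketoglutarate and 50 µM Fe²⁺. NADH signal gain over 30 min defined activity.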
# Numbers without * were called inactive; ? = inconclusive; & = joins results of further samples; [ ] = dose if it differs, or a comment. Potency is read from the fitted curve at half-maximal effect.
KDM5B inh	Compound
22.3%	COc1ccc(CC(NC(C)=O)C(=O)NC2CCN(S(=O)(=O)c3ccc(NC(C)=O)cc3)CC2)c(OC)c1 (configuration not stated)
-23.6%	COc1ccc(-c2noc([C@@H]3CCCN3C(=O)c3ccncc3)n2)cc1OC
-1.5%	CCOC(=O)c1[nH]c(C)c(CCC(=O)N2CCN(c3cccc(C)c3C)CC2)c1C
6.7%	CCOC(=O)C(C)Oc1ccc2c(=O)c(-c3csc(C)n3)coc2c1 (configuration not stated)
35.5µM*	Cc1nn2c(c1-c1ccccc1Oc1ccccc1)N(Cc1ccc(C(=O)O)cc1)CCC2
24.1%	C#Cc1cccc(NC(=O)C(C)OCC)c1 (configuration not stated)
-19.6%	CC1=C(C(=O)OC(C)(C)C)C(c2ccccc2Cl)NC(=S)N1 (configuration not stated)
-11.3%[86.2 µM]	CC(C)(C)c1cc(C[C@H]2CNCC[C@H]2CC(=O)N2CCCCC2)no1
4.2%	CCc1ccc(C23OC(=O)C(C)(C)C2OC(=O)C3(C)C)cc1 (configuration not stated)
-1.9%	COC(=O)CNC(=O)Cn1ccc2cc(OCc3ccccc3)ccc21
8.9%	O=C(COc1ccccc1)N1C[C@@H](CO)[C@H](c2ccccn2)C1
?	O=[N+]([O-])c1c(Nc2cccc(Cl)c2Cl)cc(Cl)c2nonc12
5.9%	CC(=O)N1CCN(c2nc3c(s2)CC(C(=O)Nc2cc(F)cc(F)c2)CC3)CC1 (configuration not stated)
?	COc1cccc(/C=N/NC(=O)CNC(=O)C(c2ccccc2)c2ccccc2)c1O
-0.7%	Cn1nc(C(F)(F)F)c(-c2ccc(Br)cc2)c1NC(=O)c1ccco1

# Rewritten field by field: part of the list above
COc1ccc(CC(NC(C)=O)C(=O)NC2CCN(S(=O)(=O)c3ccc(NC(C)=O)cc3)CC2)c(OC)c1 (configuration not stated)
  KDM5B inh: 22.3%
CCOC(=O)C(C)Oc1ccc2c(=O)c(-c3csc(C)n3)coc2c1 (configuration not stated)
  KDM5B inh: 6.7%
COC(=O)CNC(=O)Cn1ccc2cc(OCc3ccccc3)ccc21
  KDM5B inh: -1.9%

# Other entries:
KDM5B inh	Compound
-15.3%	O=S(=O)(c1ccc(F)c(F)c1)N1CCC(C2CCNC2)CC1 (configuration not stated)
13.4%	CCOC(=O)c1c(C)oc2nc(C)nc(Nc3cc(C)ccc3OC)c12
?	COc1ccc(Cl)cc1C(=O)N1CCCN(c2cc(-c3ccc(Br)cc3)[nH]n2)CC1
11.1%	O=C(Nc1cccc2ncccc12)C1CCCCC1
?	Cc1ccccc1Nc1sc(C(=O)c2ccc(F)cc2)c(N)c1C(=O)NCCc1ccccc1
14.0%	O=C(NCCC1=CCCCC1)C12CC3CC(CC(Cl)(C3)C1)C2
10.0%	CCOc1cccc2cc(-c3nc(-c4ccc(F)cc4)no3)c(=O)oc12
-8.4%	CN1C(=O)CCC2(CNC(=O)c3cccnc3)CCC=C12 (configuration not stated)
6.0%	O=C(Nc1ccccn1)C1CC(=O)N(c2ccc3c(c2)OCO3)C1 (configuration not stated)
?	COCCN1CCCCCC(O)c2cc(C(=O)NCC3CC3)ccc21 (configuration not stated)
-1.3%	Cc1ccc(N2CCN(C(=O)Cn3ncc4c([nH]c5ccc(C)cc54)c3=O)CC2)c(C)c1
7.5%	CC(NS(=O)(=O)c1ccccc1)C(=O)Nc1ccc2c(c1)OCCO2 (configuration not stated)
-12.6%	COc1ccc(-c2c(C)oc3cc(OCCN4CCC(C)CC4)ccc3c2=O)cc1OC
-10.1%[11.5 µM]	C=C(C)CSc1nc2sc3c(c2c(=O)n1-c1ccccc1)CCC(C)C3 (configuration not stated)
-2.7%	Cc1ccc(S(=O)(=O)Nc2nc3c(s2)C[C@]2(C)CC[C@@H]4[C@H](OC(=O)[C@H]4C)[C@H]2[C@@H]3C)cc1

# Next section; it opens with the 4 that closed the last part.
KDM5B inh	Compound
7.5%	CC(NS(=O)(=O)c1ccccc1)C(=O)Nc1ccc2c(c1)OCCO2 (configuration not stated)
-12.6%	COc1ccc(-c2c(C)oc3cc(OCCN4CCC(C)CC4)ccc3c2=O)cc1OC
-10.1%[11.5 µM]	C=C(C)CSc1nc2sc3c(c2c(=O)n1-c1ccccc1)CCC(C)C3 (configuration not stated)
-2.7%	Cc1ccc(S(=O)(=O)Nc2nc3c(s2)C[C@]2(C)CC[C@@H]4[C@H](OC(=O)[C@H]4C)[C@H]2[C@@H]3C)cc1
?	COC(=O)c1c(NC(=O)c2ccc(S(=O)(=O)N(C)C3CCCCC3)cc2)sc2c1CCN(C)C2
11.8%	Cc1cc(N/N=C/c2c(O)ccc3ccccc23)nc(NCc2ccccc2)n1
-4.4%	O=C(/C=C/c1ccccc1)c1ccc2cccc3c2c1CC3
-33.8%	Cc1cc(C(=O)NCCc2ccc(Cl)cc2)c(C)o1
6.6%	Cc1nc(-c2ccc(C)c(S(=O)(=O)N3CCCC3)c2)cs1
7.3%	Cc1c(C(=O)O)cccc1-n1cccc1
?	N#Cc1ccc(COC(=O)c2cc(-c3ccccc3)c(N3CCOCC3)s2)cc1
?	CC(=O)N1C[C@@H](C(=O)N2CCN(c3ccccn3)CC2)[C@H](c2nc(C)no2)C1
10.5%	CC(NC(=O)c1ccc[n+]([O-])c1)c1cccc2ccccc12 (configuration not stated)
-0.9%	CCC1S/C(=N/N=C/c2ccco2)N(Cc2ccccc2)C1=O (configuration not stated)
-17.5%	Fc1ccc(C2Cn3nnc(-c4nc(-c5ccc6c(c5)OCO6)no4)c3CO2)cc1 (configuration not stated)
4.2%	CC(=O)c1ccc(OCC(O)CN2CCCC(C(F)(F)F)C2)cc1 (configuration not stated)
0.5%	COc1ccccc1C(C)NC(=O)Cn1c(=O)c2c(ncn2C)n(C)c1=O (configuration not stated)
-1.2%	O=C(c1cnccn1)N1CCC2(CC1)CC(OCC1CC1)CCO2 (configuration not stated)
30.6%&12.4%	CC(O)CNc1ccc(-c2n[nH]c(=O)c3ccccc23)cc1[N+](=O)[O-] (configuration not stated)
28.4%	Nc1cccc(-c2csc(-n3ncc(C(=O)O)c3C(F)(F)F)n2)c1
-19.5%	CC(=O)Nc1cccc(OCc2nnc(C(=O)N3CCC[C@@H]3c3ccc(Br)cc3)n2Cc2ccccc2)c1
2.8%	Cc1ccc(NC(=O)C2CCC(C)CC2)cc1 (configuration not stated)
-22.1%	O=C(Cn1c(=O)n(-c2ccccc2)c(=O)c2ccc(C(=O)NCc3ccc4c(c3)OCO4)cc21)Nc1ccc(Br)cc1F
-17.3%	CC(=O)Nc1ccc(Nc2nnc(-c3ccc(C)c(S(N)(=O)=O)c3)c3ccccc23)cc1
-8.8%	Cc1ccccc1Cn1cc(-c2ccncc2)cc1C(=O)NC1CC1
11.4%	CC(C)CN1C(=O)c2cccn2CC1C(=O)NCCCc1ccccc1 (configuration not stated)
-9.5%[86.2 µM]	COc1ccc(CC(=O)N[C@H]2[C@H](O)[C@H](O)C[C@@H]2c2ccc(OC)cc2)cc1
13.6%	Cc1cc(C)c2c(c1)NC(=O)C2(O)c1c[nH]c2ccccc12 (configuration not stated)
-18.2%[86.2 µM]	COc1cccc(CN2CC3(C2)NC(=O)c2ccccc2O3)c1
-15.2%	CCCCN(CCCC)CC(C)(C)NS(=O)(=O)c1ccccc1
-22.5%	Cc1ccccc1C(=O)NC1CCN(c2cc(-c3ccccc3)[nH]n2)CC1
-0.4%	COC(=O)c1cc(-c2c(C)oc3cc(OC)ccc3c2=O)c(C)o1
12.1%	CCN(CC)c1nc(Oc2ccc(C(=O)NN)cc2)nc(Oc2ccc(C(=O)NN)cc2)n1
14.8%	O=C(Nc1ccc2cc[nH]c2c1)C(=O)NC1CCCCC1
11.2%	Cc1nc(-c2c3n(c(=O)n(CC(=O)Nc4ccc(Cl)cc4)c2=O)CCCC3)no1
-21.7%	Cc1ccc(-n2c(=O)c3c(c4cc(C)ccc4n3C)n(CC(=O)NCc3ccccc3Cl)c2=O)cc1
?	CCNC(=O)c1ccc2c(c1)N(C(=O)c1ccc(F)cc1)CC2
13.2%	CCCCCN1CCN(c2nc3c(c(=O)[nH]c(=O)n3C)n2CCCc2ccccc2)CC1
?	O=C(Nc1nccs1)[C@@H]1C[C@@H](c2ccc(F)cc2)N(CCOc2ccccc2)C1
?	COCCNc1ncc(-c2ccncc2)c2c1OCC2
12.7%	O=C(CN1CCN(C(=O)CCc2ncc(-c3ccc(F)cc3)o2)CC1)Nc1ccccc1Cl
-1.8%	Cc1cc(C)cc(C(=O)NCC(C)C)c1
99.1%[activator]	O=C(C[C@@H]1CCNC[C@@H]1Cc1cc(COc2ccccc2)on1)N1CCN(c2ccc(F)cc2)CC1
-29.5%	CCS(=O)(=O)NC1CCc2nnc(C3CC3)n2CC1 (configuration not stated)
20.9%	COc1ccc(NC(=O)CSc2nnc(-n3nc(C)cc3C)n2N)cc1Cl
-18.1%	CN1C[C@@H](NC(=O)Nc2ccc(C(F)(F)F)cc2)C[C@H]1c1nc(-c2ccc(Cl)cc2)no1
7.1%	COc1cccc2cc(-c3nc(-c4cccs4)no3)c(=O)oc12
14.7%	CCCCc1ccc(NC(=S)N(Cc2ccccc2)Cc2ccccc2)cc1
-7.2%	Cc1ccc(C)c(N2CCN(c3cc(C)nc4c(-c5ccc(Cl)cc5)c(C)nn34)CC2)c1
?	CCNc1nc2c(s1)C(c1cccnc1)CC(=O)N2 (configuration not stated)
-0.6%	CCC(CC)C(=O)NC1CCN(c2cnn(Cc3ccccc3)c(=O)c2)CC1
2.4%	O=CN1CCN(C(C(=O)O)c2cn(Cc3ccccc3)c3ccc(C(=O)O)cc23)CC1 (configuration not stated)
0.3%	O=C(Nc1ccccc1)C1CCN(C(=O)c2ncn3c2COC(c2ccccc2)C3)CC1 (configuration not stated)
?	NCc1cccc(-c2ccccn2)c1
4.7%	O=C(CCc1ncc(-c2ccc(F)cc2)o1)N1CCN(S(=O)(=O)c2ccc(F)cc2F)CC1
-8.4%	COc1ccccc1OCCNC(=O)c1cc(=O)c2ccccc2o1
?	COC(=O)CNC(c1ccccc1)c1cc(Br)ccc1NC(=O)c1cc(OC)c(OC)c(OC)c1 (configuration not stated)
-17.4%	O=C1NC(=O)[C@@H]2CN(C(=O)c3coc(COc4ccc5c(c4)OCO5)n3)C[C@H]12
-25.0%	O=C(CSc1nc2ccccc2n1CC(=O)Nc1ccc(F)cc1F)Nc1ccc(F)cc1
?	COc1cc(CNCc2ccccc2C)ccc1OCC(O)CN1CCOCC1 (configuration not stated)
-20.9%	Cc1ccc(NC(=O)c2ccc3[nH]c(C)cc(=O)c3c2)cc1
?	O=C(O)c1cc(/C=C/c2csc(-c3ccc(Cl)cc3)n2)nc2ccccc12
?	COc1ccc(OC)c(C(=O)Cn2nnc(-c3ccc(N4CCOCC4)cc3)n2)c1
15.6%	N=c1c2c(-c3ccccc3)c(-c3ccccc3)n(Cc3ccco3)c2ncn1CCCO

# (list continues)
KDM5B inh	Compound
9.2%[86.2 µM]	COCCNC(=O)C[C@@H]1C[C@H]2O[C@H](CNCc3cccnc3OC)[C@@H](O)[C@H]2O1
25.1%	CCCCC1CCC(c2ccc(C(=O)O)cc2)CC1 (configuration not stated)
?	Clc1ccc(CN2CCc3nc(N4CCN(c5ccccn5)CC4)ncc3C2)cc1
20.9%	O=C(C1CCCO1)N1CCN(c2nc(-c3ccncc3)nc3c2CNC3)CC1 (configuration not stated)
345.2%[activator]	O=C(COc1ccc2ccc(=O)oc2c1)N(Cc1cccs1)C1CC1
-12.8%	CC(Sc1nncn1-c1ccccc1)C(=O)Nc1ccc(N(C)C)cc1 (configuration not stated)
?	CN(c1ccccc1)c1ccc2nnc(-c3cc(C(=O)NCCc4ccccc4)ccn3)n2n1
-10.2%	CC(=O)N1CCC(C(=O)NCc2ncc(-c3ccccc3)o2)CC1
?	COc1ccc(Cl)cc1NC(=O)Cn1c(=O)n(Cc2ccc(F)cc2)c(=O)c2cccnc21
4.6%	CN(C)CCCNCCC#N
-3.8%	N#Cc1c(-n2ncnc2-c2ccc(F)cc2)sc2c1CCCCC2
-11.9%	Cc1ccc(C)c(S(=O)(=O)NCC(=O)Nc2ccc3c(c2)OCO3)c1
-8.8%	O=C(CSc1nc2ccccc2o1)N1CCN(C(=O)C2CC2)CC1
28.2µM*	Cc1noc(-c2cccs2)c1C(=O)NC(C)CCc1ccccc1 (configuration not stated)
?	CS(=O)(=O)c1ccc(CN2CCC3(CCNCC3)C2)cc1
-9.8%	Cn1nnnc1SCCCNCc1ccccc1OCc1ccc(F)cc1
37.6%[activator]	O=C(N[C@H]1[C@@H]2CCO[C@@H]2[C@@H]1C1CCCC1)c1ncc(F)cc1F
-18.8%	CN1C(=O)CS(=O)C12CCN(C(=O)C1(c3ccccc3)CC1)CC2 (configuration not stated)
6.6%	Cc1ccc2c(COC(=O)[C@H](C)NC(=O)c3ccccc3)cc(=O)oc2c1
-20.4%	O=C(NCc1ccncc1)C1CCC(=O)N(C2CCCCCC2)C1 (configuration not stated)
-16.3%	Cc1ccccc1NC(=O)N1CCCC(c2noc(COc3ccccc3)n2)C1 (configuration not stated)
?	Cc1ccc(CNC(=O)C(C)C2CCOCC2)cc1 (configuration not stated)
21.5%	COc1cc(-c2c(C#N)c(N)nc3[nH]c(=S)[nH]c(=O)c23)ccc1O
?	CCNc1nc(SC(C)C(=O)NC2CC2)nc2ccccc12 (configuration not stated)
12.2%	O=C(c1ccncc1)N1CC2CCC(C1)N2Cc1ccc(-c2ccsc2)cc1

# 3 structures already listed, sorted by count of non-hydrogen atoms, highest first:
KDM5B inh	Compound
-9.8%	Cn1nnnc1SCCCNCc1ccccc1OCc1ccc(F)cc1
-18.8%	CN1C(=O)CS(=O)C12CCN(C(=O)C1(c3ccccc3)CC1)CC2 (configuration not stated)
?	CCNc1nc(SC(C)C(=O)NC2CC2)nc2ccccc12 (configuration not stated)

# These rows are one share of the data; the hit share may differ from the screen's.
